# GSTO1 counter – counter-screen for RBBP9 inhibitors: inhibitors of human GSTO1. P78417. inhibition, % at 5.96 µM. 1.1% of 300,000 active. recombinant GSTO1, activity-based probe fluorescence polarization;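 active = inhibition above the campaign mean inhibition plus 3 SD, cut at about 35% in these data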;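 also: 0% = GSTO1-1 with DMSO and 100% = wells lacking GSTO1-1 enzyme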
# Target sequence (P78417 whole entry, looked up): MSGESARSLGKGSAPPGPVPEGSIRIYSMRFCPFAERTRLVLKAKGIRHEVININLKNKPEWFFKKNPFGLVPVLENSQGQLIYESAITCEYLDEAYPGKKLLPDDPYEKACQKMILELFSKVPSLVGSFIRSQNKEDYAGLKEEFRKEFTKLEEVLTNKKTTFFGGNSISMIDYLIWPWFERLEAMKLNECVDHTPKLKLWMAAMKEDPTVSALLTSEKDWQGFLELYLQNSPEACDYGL
# LYPLA2 inh – counter-screen for PME1 inhibitors: inhibitors of human LYPLA2. AID 2177. 0.38% of 320,000 active. O95372. inhibition, % at 5.9 µM. recombinant LYPLA2, FP-Rh probe fluorescence polarization;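 active = inhibition above the screen-wide mean plus 3 SD, limit set per campaign, cut at about 26% in these data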;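 also: 0% = LYPLA2 with DMSO and 100% = wells lacking LYPLA2 enzyme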
# Target sequence (O95372 whole entry, looked up): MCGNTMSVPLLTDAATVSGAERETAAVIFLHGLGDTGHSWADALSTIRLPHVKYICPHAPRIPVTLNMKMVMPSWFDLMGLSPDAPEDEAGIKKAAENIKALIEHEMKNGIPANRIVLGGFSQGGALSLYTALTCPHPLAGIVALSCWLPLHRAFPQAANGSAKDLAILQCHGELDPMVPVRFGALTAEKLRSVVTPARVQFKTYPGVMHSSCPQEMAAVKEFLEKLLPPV
# PAFAH1B3 inh – inhibitors of human PAFAH1B3; Q15102; recombinant PAFAH1B3, FP-rhodamine probe, fluorescence polarization; inhibition, % at 3.39 µM; 0.28% of 340,000 active; AID 492972;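 active = inhibition above the screen-wide average of all tested compounds plus 3 SD, cut at about 25% in these data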;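 also: 0% = enzyme with DMSO only and 100% = wells lacking PAFAH1B3 protein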
# Target sequence (Q15102 whole entry, looked up): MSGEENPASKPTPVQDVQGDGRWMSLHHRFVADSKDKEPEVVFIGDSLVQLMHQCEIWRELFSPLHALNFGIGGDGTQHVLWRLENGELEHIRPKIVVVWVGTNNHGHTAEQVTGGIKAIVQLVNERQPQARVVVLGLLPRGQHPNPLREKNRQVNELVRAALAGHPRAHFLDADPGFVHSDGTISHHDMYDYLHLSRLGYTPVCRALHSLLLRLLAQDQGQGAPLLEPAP
# ZTA DNA inh – ZTA (EBV) inhibition in EBNA-1 counter-screen; inhibition, % at 11 µM; ZTA-DNA binding, fluorescence polarization; AID 2234; 0.15% of 320,000 active; P03206; in the data active = inhibition above about 33%
# PAFAH2 FP inh – inhibitors of human PAFAH2; Q99487; recombinant PAFAH2, FP-rhodamine activity probe, fluorescence polarization; inhibition, % at 3.39 µM; 0.99% of 340,000 active; AID 492956;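 active = inhibition above the mean over all tested compounds plus 3 SD, cut at about 30% in these data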;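 also: inhibitors block probe labeling of enzyme so polarization drops; 0% = enzyme with DMSO and 100% = wells lacking PAFAH2 protein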
# EBNA-1 inh – blocks EBNA-1 binding to DNA | EBNA-1 DNA binding, fluorescence polarization | inhibition, % at 14.8 µM | 0.34% of 300,000 active | AID 1950; in the data active = inhibition above about 28%
# PREPL inh – human PREPL enzyme inhibition | Q4J6C6 | recombinant PREPL, fluorescence polarization activity-based probe | inhibition, % at 5.96 µM | 0.68% of 320,000 active | AID 2751; in the data active = inhibition above about 43%;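 also: 0% = enzyme with DMSO and 100% = wells lacking enzyme; many of its hits are not listed in these tables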
# PAD4 FP inh – inhibitors of human PAD4; 0.41% of 330,000 active; AID 485272; inhibition, % at 6.36 µM; recombinant PAD4, RCA probe fluorescence polarization;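 active = percent inhibition above a cutoff equal to the mean of all tested compounds plus 3 SD, cut at about 15% in these data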;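 also: 0% = PAD4 with RCA probe and DMSO and 100% = probe without PAD4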
# LYPLA1 inh – blocks human lysophospholipase 1, a PME1 counter-screen; O75608; recombinant LYPLA1, FP-Rh probe fluorescence polarization; inhibition, % at 5.9 µM; 0.16% of 320,000 active; AID 2174;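 active = inhibition above the mean of all tested compounds plus 3 SD, set per campaign, cut at about 14% in these data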;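 also: inhibitors block serine hydrolase probe labeling of LYPLA1 so polarization falls; 0% = enzyme with DMSO and 100% = wells lacking LYPLA1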
# Target sequence (O75608 whole entry, looked up): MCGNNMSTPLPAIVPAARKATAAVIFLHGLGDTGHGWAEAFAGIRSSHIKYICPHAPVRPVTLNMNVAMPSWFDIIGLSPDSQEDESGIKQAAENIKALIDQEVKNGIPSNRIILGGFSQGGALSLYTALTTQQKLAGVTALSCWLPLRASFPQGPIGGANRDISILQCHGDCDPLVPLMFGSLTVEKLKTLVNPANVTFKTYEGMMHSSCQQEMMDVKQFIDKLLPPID
# Numbers without * were called inactive; . = no result given.
SMILES,GSTO1 counter,LYPLA2 inh,PAFAH1B3 inh,ZTA DNA inh,PAFAH2 FP inh,EBNA-1 inh,PREPL inh,PAD4 FP inh,LYPLA1 inh
Cc1ccc(C)c(NC(=O)CCN2CC(C)OC(C)C2)c1 (stereo not drawn),5,-1,11,-11,0,-5,7,9,-6
COc1cc(CC(=O)OCC(=O)Nc2ccc(Cl)c(S(=O)(=O)N(C)C)c2)cc(OC)c1OC,5,1,-4,-1,7,-3,-6,-6,-2
Nc1nonc1NC(=O)CSc1nc2ccccc2s1,4,-1,11,0,0,-2,-1,1,-1
Nc1nc(NC(=O)c2cccs2)nn1-c1ccccc1,4,6,4,-29,-8,5,-2,-1,0
Cc1cc(=O)oc2c(C)c(OCC(=O)NCc3ccccn3)ccc12,5,1,4,-8,1,1,7,-5,6
Cc1ccnc2nc(C(=O)Nc3nnc(-c4ccccc4)o3)nn12,6,-2,6,8,9,3,-1,3,-2
O=C(O)c1cccc(Cn2c(Cl)c(/C=N/Nc3ccccc3)sc2=O)c1,50*,5,10,32,13,7,11,3,7
CC1CCCN(C(=O)CSc2nnc(-c3ccc(O)cc3)o2)C1 (stereo not drawn),0,0,2,13,6,3,-17,0,2
CCn1c(Cc2cccs2)nnc1SCC(=O)NC1CC1,4,9,-5,4,-5,7,-2,-3,1
Cc1c(N=c2c(=O)c3ccccc3c2=O)c(=O)n(-c2ccccc2)n1C,57*,-1,.,0,.,-2,43*,-6,0
COc1ccc(N(CC(=O)NCc2ccccc2)S(=O)(=O)c2c(C)nn(C)c2C)cc1,0,6,-2,-10,-3,-2,0,2,1
CCn1cc(C(=O)OCC(=O)c2cc(C)n(-c3ccccc3)c2C)c(=O)c2ccc(C)nc21,-14,-1,-5,18,9,3,15,-4,-4
Cc1cc(C)nc(Nc2ncc(O)n2-c2ccc(C)c(Cl)c2)n1,3,-1,1,-8,-1,-13,4,-8,-1
O=C(COC(=O)c1ccc(O)cc1)Nc1cc(S(=O)(=O)N2CCOCC2)ccc1Cl,.,1,-2,10,65*,.,8,2,1
Cc1cc(NCCCN(C)C)n2nc(-c3cccs3)cc2n1,-3,3,7,4,-4,9,-16,-3,-2
CC(=O)Nc1nnc(-c2ccc(Cl)s2)o1,4,7,7,-22,-1,-1,-5,0,3
CC(NC(=O)c1c(O)c2ccccc2n(C)c1=O)c1ccccc1 (stereo not drawn),10,-4,4,4,4,2,1,1,2
COc1ccc(Nc2cccc(Cl)c2)c(C(=O)O)c1,3,1,6,-11,5,-9,6,4,-1
Cc1cccc(C)c1NC(=O)CSc1n[nH]c(=O)n1C1CC1,.,.,0,.,1,.,0,0,.
COc1ccc(/C=N/N2C(C)CCCC2C)cc1O (stereo not drawn),-2,1,4,5,-4,-5,19,3,0
O=C(CCc1nnc(CCCCc2ccccc2)o1)N1CCCC(O)C1 (stereo not drawn),9,0,6,4,0,-1,6,0,-2
CCOC(=O)N1CCN(C(=O)COC(=O)CNC(=O)c2ccc(C)cc2)CC1,-10,2,12,1,-3,6,-7,0,-1
CC1CCCC(NC(=O)CSc2nncs2)C1C (stereo not drawn),.,1,5,-3,6,.,8,3,-1
FC(F)(F)c1cccc(NC(=S)NNC(=S)NCc2ccccc2)c1,-8,11,16,25,14,10,9,8,-2
NC(=O)CC(NC(=S)NCc1ccccc1)C(=O)O (stereo not drawn),-4,6,15,0,0,0,11,1,2
CN(C)S(=O)(=O)c1ccc(Cl)c(NC(=O)CN2CCCC2)c1,-7,6,10,-7,6,-9,4,-2,3
CCOc1ccc(NC(=O)C2CCCN(S(=O)(=O)c3cccc4nsnc34)C2)cc1 (stereo not drawn),-4,-4,-3,3,-3,-7,12,-5,-2
CC(=O)Nc1sc2c(c1C#N)CCN(Cc1ccccc1)C2,9,2,0,-2,-4,-10,1,-2,-2
CC(C)(C)NC(=S)NCc1ccc2c(c1)OCO2,0,-4,6,1,5,-7,4,-4,-3
CCOc1ccc(CN(C)C(=O)CCl)cc1,81*,2,4,-12,-2,-4,8,-5,2
CCOC(=O)CSc1nc2cc(C(=O)N3CCCC3)ccc2c(=O)n1Cc1ccccc1,6,4,11,-25,7,5,21,-1,3
O=C(O)Cc1nc2nc3c(c(=O)n2[nH]1)CCCC3,4,2,1,1,-3,0,0,-5,-3
CCC(CC)C(=O)Nc1c2c(nn1-c1ccc(F)cc1)CS(=O)(=O)C2,-3,-2,7,1,0,3,1,2,-2
S=C1NCCc2ccccc2C1c1ccccc1 (stereo not drawn),-2,1,1,-9,8,1,-7,0,1
Nc1c(C(=O)N2CCCC2)sc2nc3c(cc12)CCCCCC3,7,-2,-4,-2,5,-2,21,-1,-4
COc1ccc(S(=O)(=O)N2CCCCCC2)cc1C(=O)NCc1ccc(C)cc1,.,-5,10,7,3,.,15,-7,-1
COCC(=O)OCc1cc2cccc(C)c2[nH]c1=O,6,-4,3,-7,4,2,-5,0,3
CCN(CC(=O)Nc1ccc(NC(C)=O)cc1)C(=O)C1CC(=O)N(CCc2ccc(OC)c(OC)c2)C1 (stereo not drawn),8,5,6,-1,0,1,3,-2,3
CCOc1cc(C(=O)NCc2ccc(F)cc2)ccc1OCC(=O)N1CCCCC1,.,2,10,21,-1,.,4,0,0
Cc1ccc(C(C)C)cc1OCC(=O)NCCCn1ccnc1,.,.,13,.,-4,.,4,1,.
CCN(CC(=O)NC1CC1)S(=O)(=O)c1ccc(C)cc1,1,2,14,-3,2,2,-3,2,3
CC(C)C(=O)NCCc1nc2ccccc2n1CCCOc1ccc(Cl)cc1,5,1,6,20,1,5,16,-1,-3
CSc1ccc(Cl)c(C(=O)NCCCn2ccnc2)c1,8,-1,7,12,2,1,-6,-2,-3
COC(=O)C1(Cc2ccccc2)NC(c2ccc(F)cc2)C2C(=O)N(C)C(=O)C21 (stereo not drawn),-1,-6,-3,0,6,8,14,1,0
CN(C)/N=C/c1cc([N+](=O)[O-])ccc1O,10,4,13,7,-5,-3,0,1,3
COc1ccc(CCNC(=S)NC(=O)c2cccc([N+](=O)[O-])c2)cc1OC,-3,20,-2,-4,-1,0,5,3,6
CCN1CCN(Cc2ccc(NC(=O)Nc3ccccc3)cc2)CC1,2,-2,12,6,1,0,5,6,0
O=C(COC(=O)c1cccnc1Cl)NCc1cccs1,-3,0,-5,12,1,2,-2,2,6
CC(=O)N1CCN(S(=O)(=O)c2cccc(C(=O)OCc3cccc(F)c3)c2)CC1,.,2,3,-2,7,.,7,0,-1
Cc1ccc(CN2CC(C(=O)Nc3cc(C)ccn3)CC2=O)cc1 (stereo not drawn),3,5,4,-4,7,3,-13,-2,0
COC(=O)COc1ccc(S(=O)(=O)N2CCN(c3ccc(F)cc3)CC2)cc1,-1,2,6,0,1,-5,-68,-6,1
O=C(Nc1c(F)c(F)c(F)c(F)c1F)C1CCCCC1,5,9,7,-8,-1,3,7,-2,1
Cc1ccc(C(=O)OCC(=O)Nc2ccc(N(C)C)cc2)cc1NC(=O)c1ccco1,2,6,3,-8,41*,9,8,3,0
O=C(CCCN1C(=O)/C(=C/c2cccc(Br)c2)SC1=S)Nc1ccccn1,4,-5,-5,-14,-7,-3,-12,-8,-3
O=C(Nc1ccccc1)N(CCN1CCOCC1)Cc1cccc(Cl)c1,4,9,8,-1,-4,12,12,0,3
Cc1cc(=O)[nH]c(-n2[nH]c(C)cc2=O)n1,26,-4,6,-8,6,-3,11,-1,1
COCCNC(=S)N(C)C1(c2ccccc2Cl)CCCCC1=O (stereo not drawn),5,8,6,-7,-1,3,10,1,5
Nc1ccc(C(=O)NCCCSc2ccccc2)cc1[N+](=O)[O-],3,5,6,-16,-2,-3,-10,0,5
O=C(NNc1ncnc2c1cnn2-c1cccc(Cl)c1)c1ccco1,2,0,-1,-2,-8,1,9,-5,-8
COc1cc(Cl)c(C)cc1NC(=O)COC(=O)C1=NN(c2ccccc2)C(=O)CC1,.,.,1,.,-1,.,13,-5,.
# Additional entries.
SMILES,GSTO1 counter,LYPLA2 inh,PAFAH1B3 inh,ZTA DNA inh,PAFAH2 FP inh,EBNA-1 inh,PREPL inh,PAD4 FP inh,LYPLA1 inh
C=C1CC[C@@]23CC[C@]4(C)[C@@](OC2=O)([C@@H]3C1)[C@H]1O[C@H]1C1[C@@]2(C)CC[C@H](O)C(C)(C)C2CC[C@]14C (stereo partly drawn),-3,-5,2,-4,-3,-8,0,1,-1
O=C(O)CCCCCNC(=O)c1ccncc1,-2,3,2,5,-6,-6,-5,1,0
CC(=O)Nc1ccc(NC(=O)CN(C)S(=O)(=O)c2ccc3ccccc3c2)cc1,2,6,-6,9,-1,14,8,2,4
COc1ccc(NC(=O)CSCc2cc(=O)n3ccsc3n2)cc1,8,-2,7,0,3,0,7,3,-3
CCC1(C)Cc2c(C#N)c(SC)nc(N3CCOCC3)c2CO1 (stereo not drawn),-8,-2,.,9,.,-8,-6,2,0
Cc1nc(C)c(-c2csc(Nc3ncccc3C)n2)s1,-4,3,-10,-5,3,-20,22,2,4
O=C(NC(=S)NCC1CCCO1)c1ccccc1F (stereo not drawn),3,3,3,-3,0,1,-7,-5,4
Nc1ccc(Oc2ccc3c(c2)C(=O)N(CC2CCCO2)C3=O)cc1 (stereo not drawn),4,0,-11,21,5,8,1,-4,-5
CN(CCOC(=O)C1c2ccccc2Oc2ccccc21)C(C)(C)C,-2,1,13,18,-8,1,-2,-2,-1
COc1ccccc1-c1cnn2c(NC3CCCC3)cc(C)nc12,8,-4,-14,-4,-27,-2,1,0,-1
Clc1cccc(-c2nc(NCCN3CCOCC3)c3ccccc3n2)c1,-5,1,8,3,2,4,4,-5,-5
Cc1cccc(NC(=O)CCN2C(=O)C3C4C=CC(C4)C3C2=O)c1 (stereo not drawn),12,-7,0,-7,4,4,-3,2,-2
CN1CCN(C(=O)c2cc(-c3cccc(Cl)c3)on2)CC1,7,2,6,2,0,5,2,0,3
Cc1ccccc1C(=O)Nc1ccc(C(=O)O)cc1NC(=O)c1ccccc1C,-8,1,8,1,-6,-1,-6,-2,-1
COC(=O)n1c(=S)oc2cc(Cl)ccc21,4,2,.,0,.,3,3,0,2
CCN1CC=C2C(C#N)=C(N)C(C#N)(C#N)C(c3cc(Cl)ccc3Cl)C2C1 (stereo not drawn),1,4,10,19,-3,-7,33,22*,6
Cc1ccc(C)c(OCC(=O)Nc2ccccc2C(=O)N2CCN(C)CC2)c1,2,-1,17,-3,2,15,8,-3,-2
CCc1ccccc1NC(=O)Nc1c(C)n(C)n(-c2ccccc2)c1=O,3,1,-11,14,-3,6,2,-1,0
CCC1(c2ccccc2)NC(=O)N(CC(=O)Nc2cc(S(=O)(=O)N3CCCCCC3)ccc2OC)C1=O (stereo not drawn),20,-13,3,12,6,-18,4,-8,-6
CCOc1ccccc1NC(=O)COC(=O)CN1C(=O)NC(C)(C)C1=O,.,.,12,.,10,.,22,-10,.
COc1ccc(/C=N/NC(=O)CSCC(=O)Nc2ccccc2)cc1,7,-4,3,1,-10,-10,0,0,-5

# Screening results from PubChem.

# Not all compounds are listed; rates above refer to the full screens.
